Source: PubChem BioAssay (Sanford-Burnham Center for Chemical Genomics)
NR3A LBD binder: NR3A (human) ligand-binding domain modulation; NR3A LBD differential scanning fluorimetry, Tm shift; 0% = protein alone, 100% = glycine-bound protein; Tm shift relative to glycine control, % at 25 µM; 2.5% of 340,000 active;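 active = melting temperature shift of at least 10% of the positive control shift, at one fixed dose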
SENP6 inh: inhibitors of human SENP6 protease. Q9GZR1. Recombinant SENP6 catalytic domain, aminoluciferin luminescence. inhibition, % at 10 µM. 1.8% of 330,000 active. AID 2599;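 active = inhibition above about 50% at the single tested dose, limit read from the data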;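 note: plate controls were DMSO wells with enzyme for no effect and DMSO wells lacking enzyme for full effect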
Target sequence (Q9GZR1 628-1112 limits assumed): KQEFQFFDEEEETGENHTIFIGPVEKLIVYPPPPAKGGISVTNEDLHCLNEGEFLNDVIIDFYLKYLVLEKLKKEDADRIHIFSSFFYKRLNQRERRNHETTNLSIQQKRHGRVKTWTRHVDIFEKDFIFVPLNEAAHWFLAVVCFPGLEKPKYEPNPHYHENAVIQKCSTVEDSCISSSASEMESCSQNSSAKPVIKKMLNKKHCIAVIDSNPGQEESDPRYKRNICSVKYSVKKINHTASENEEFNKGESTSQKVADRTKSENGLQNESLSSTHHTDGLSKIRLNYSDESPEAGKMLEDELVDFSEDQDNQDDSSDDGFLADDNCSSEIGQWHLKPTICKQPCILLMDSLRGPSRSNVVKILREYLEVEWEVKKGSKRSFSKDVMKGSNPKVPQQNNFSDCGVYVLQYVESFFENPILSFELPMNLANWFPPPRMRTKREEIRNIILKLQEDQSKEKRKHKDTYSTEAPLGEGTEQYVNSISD
SENP1 inh: blocks the human SENP1 SUMO protease catalytic domain; recombinant SENP1 catalytic domain, CyPet-SUMO1-YPet FRET cleavage; inhibition, % at 10 µM; 0.21% of 360,000 active; AID 624204;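 active = inhibition at least 30% at 10 µM, raw YFP signal under a set limit, fluorescence ratio 0.5 to 1.5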;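 note: 0% = enzyme with DMSO and 100% = no enzyme wells; some results filed as inactive read as strong as hits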
Target sequence (Q9P0U3 419-644 limits assumed): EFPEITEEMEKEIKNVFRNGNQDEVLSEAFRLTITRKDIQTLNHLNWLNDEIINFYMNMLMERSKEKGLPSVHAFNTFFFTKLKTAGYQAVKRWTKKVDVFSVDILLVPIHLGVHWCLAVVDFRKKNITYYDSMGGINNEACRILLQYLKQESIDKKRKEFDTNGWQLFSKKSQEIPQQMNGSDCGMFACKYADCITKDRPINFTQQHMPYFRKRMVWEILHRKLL
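Compound: 10 µM single point, 0.5% DMSO; Test system: hSENP1 catalytic domain, recombinant; Timing: 50 min reaction at room temperature; Technique: FRET, CFP and YFP emission; Control set: no-enzyme wells low, DMSO-plus-enzyme wells high control.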
hIAP act: increases human intestinal alkaline phosphatase activity. purified human IAP, CDP-Star luminescence, 30 min; active compounds read high; 1 = vehicle-only enzyme, 0 = enzyme-free background. 0.16% of 330,000 active. activation factor at 10 µM. AID 2524;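 active = activation factor of the enzyme at least 2-fold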; note: the source names both 10 and 20 µM as test concentration; values of inactives mirror those of a sister screen read the other way
MPTP block: inhibitors of mitochondrial permeability transition pore; inhibition, % at 10 µM; AID 602449; isolated mouse mitochondria, Ca2+ swelling absorbance, 30 min; 1.4% of 360,000 active;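 active = inhibition of 50% or more, scaled per plate between neutral and stimulator controls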;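 note: 0% = DMSO wells given calcium and 100% = 1 mM EGTA wells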
PfG6PD inh: PfG6PD (Plasmodium falciparum) enzyme inhibition. inhibition, % at 20 µM. 0.78% of 350,000 active. PfGluPho enzyme, NADPH resazurin-diaphorase fluorescence;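 active = inhibition reaching at least a set limit at 20 µM in the primary screen, cut at about 59% in these data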;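 note: 0% = DMSO wells with substrate and 100% = DMSO wells lacking glucose-6-phosphate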
SENP8 block: SENP8 (human) protease inhibition; Q96LD8; recombinant SENP8, Nedd8 substrate fluorescence; inhibition, % at 20 µM; 0.64% of 360,000 active; in the data active = inhibition mostly above about 40%, no sharp cut-off; inactive = mostly below about 27%
Target sequence (Q96LD8 whole entry, looked up): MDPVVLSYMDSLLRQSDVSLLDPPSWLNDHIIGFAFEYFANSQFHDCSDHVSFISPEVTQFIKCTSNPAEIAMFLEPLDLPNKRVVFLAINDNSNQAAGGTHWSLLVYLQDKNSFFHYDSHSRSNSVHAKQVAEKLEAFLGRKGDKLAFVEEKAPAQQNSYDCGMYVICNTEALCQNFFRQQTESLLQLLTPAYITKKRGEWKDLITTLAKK
ATG4B inh: blocks human ATG4B protease cleavage of LC3 substrate | Q9Y4P1 | ATG4B cleavage of LC3-PLA2, NBD-HPC fluorescence, 1 h | inhibition, % at 8.33 µM | 0.51% of 340,000 active; in the data active = inhibition above about 40%
* marks the source's active call; other numbers are inactive results; . = no result given.

SMILES	NR3A LBD binder	SENP6 inh	SENP1 inh	hIAP act	MPTP block	PfG6PD inh	SENP8 block	ATG4B inh
O=C(NCc1ccccc1)C1=C[C@@H](C2CCCCC2)C[C@@H](OCc2ccc(CO)cc2)O1	-4.1	-14.8	1.4	1.16	-1.8	11.0	16.0	-10.4
CC(=O)c1cccc(NC(=O)C2CC(c3ccc(F)cc3)=NO2)c1 (configuration not stated)	-1.4	-1.0	0.8	0.943	0.2	-3.7	17.0	-5.8
COCCn1c(Cc2ccccc2)nnc1SC(C)C(=O)NC1CC1 (configuration not stated)	0.5	0.2	-1.0	0.922	-0.1	-0.6	7.9	2.0
COc1ccccc1NC(=O)CSc1nnnn1-c1ccccc1OC	0.7	14.6	1.5	0.894	-0.6	1.9	10.0	-6.6
CCCCCCn1c(=O)n2n(c1=O)C[C@]1(OC(=O)Nc3cccs3)CN(S(=O)(=O)c3ccc(C)cc3)C[C@]1(O)C2	.	.	3.4	.	2.0	12.0	10.3	.
CCCOc1cccc(C2C(C(=O)c3ccc(C)o3)=C(O)C(=O)N2c2nc(C)c(C(C)=O)s2)c1 (configuration not stated)	-9.7	-10.4	-27.9	0.978	0.0	-12.0	-130.4	-6.9
O=C(NC1CCCCC1)c1cc(-c2cccs2)on1	-0.2	-22.6	-0.1	1.08	-2.0	7.2	8.5	-3.4
CCNC(=S)N1CCNC(=O)C1CC(=O)OC (configuration not stated)	-1.4	1.5	1.0	1.14	0.2	-12.4	19.8	4.4
COc1ccc(-n2nnnc2SCC(=O)Nc2cc(OC)c([N+](=O)[O-])cc2C)cc1	-3.9	-5.9	0.9	0.986	0.7	15.5	19.4	2.7
CCOC(=O)N1CCN(C(=O)c2ccccc2NC(=O)c2ccc(F)cc2)CC1	-1.1	-12.1	2.2	1.15	1.4	-8.2	29.8	-3.5
COCCN1C(=O)/C(=C/c2ccc(OCc3ccc(C(=O)O)cc3)c(OC)c2)SC1=Nc1ccccc1	2.1	-0.5	0.9	0.818	2.7	-20.5	14.1	10.3
Cc1cc(C(=O)Nc2ccc(Cl)cc2)n(-c2ccccc2)n1	0.9	-14.2	0.0	1.19	-0.5	8.9	6.1	-8.7
COc1ccc(NC(=O)NNS(=O)(=O)c2ccc(Br)cc2)cc1	-1.2	2.3	1.9	0.86	-1.3	-9.8	16.4	9.2
O/N=C(\c1ccc(Cl)cc1)c1cc2ccccc2o1	-14.1	-0.6	1.4	0.838	3.2	8.7	12.7	16.7
CC(C)(C)C(=O)OCc1nc(-c2ccc(O)c(O)c2)cs1	5.1	4.2	0.2	1.12	4.0	9.0	29.1	-2.0

Reformatted as labelled records: 3 of the compounds above.
CCCOc1cccc(C2C(C(=O)c3ccc(C)o3)=C(O)C(=O)N2c2nc(C)c(C(C)=O)s2)c1 (configuration not stated)
  NR3A LBD binder: -9.7 | SENP6 inh: -10.4 | SENP1 inh: -27.9 | hIAP act: 0.978 | MPTP block: 0.0 | PfG6PD inh: -12.0 | SENP8 block: -130.4 | ATG4B inh: -6.9

O=C(NC1CCCCC1)c1cc(-c2cccs2)on1
  NR3A LBD binder: -0.2 | SENP6 inh: -22.6 | SENP1 inh: -0.1 | hIAP act: 1.08 | MPTP block: -2.0 | PfG6PD inh: 7.2 | SENP8 block: 8.5 | ATG4B inh: -3.4

CCNC(=S)N1CCNC(=O)C1CC(=O)OC (configuration not stated)
  NR3A LBD binder: -1.4 | SENP6 inh: 1.5 | SENP1 inh: 1.0 | hIAP act: 1.14 | MPTP block: 0.2 | PfG6PD inh: -12.4 | SENP8 block: 19.8 | ATG4B inh: 4.4

Following part
SMILES	NR3A LBD binder	SENP6 inh	SENP1 inh	hIAP act	MPTP block	PfG6PD inh	SENP8 block	ATG4B inh
Nc1ccc(S(=O)(=O)NC2=NCCCCC2)cc1	-1.3	0.4	-1.1	0.966	1.5	6.1	16.3	1.1
COc1ccc(C2CC(c3cccs3)=NN2C(=O)CSC2=NCCS2)cc1 (configuration not stated)	-1.7	-14.7	-3.0	0.968	-0.1	23.6	-449.3	2.3
Cc1c(C)c2c(OCC(=O)NCc3ccco3)cc3c(c2oc1=O)CCC(C)(C)O3	-0.5	-8.9	6.3	0.999	-0.2	-1.9	-199.6	-3.9
C/C=C\C=C/C(=O)Nc1cccc(C2=NOC3(C2)C[C@@H](C(N)=O)N(C(=O)[C@H]2CCC(=O)N2)C3)c1 (some centres not stated)	0.2	3.4	-7.3	0.823	0.8	10.5	4.4	-5.4
O=C(Nc1cccc([N+](=O)[O-])c1)c1cccc(C(=O)Nc2cccc([N+](=O)[O-])c2)c1	-1.1	-7.0	1.4	0.942	19.4	-3.0	26.2	-2.7
CC1(C)CC(=O)C=C(Nc2ccccc2)C1	-2.1	-3.9	0.3	1.01	0.3	-1.9	21.1	9.2
CC(=O)n1c(=O)c2ccccc2c(=O)n1-c1ccccc1	-2.0	-25.5	2.5	0.844	-0.7	4.3	13.2	6.7
COC(=O)C[C@H]1c2cc(F)ccc2S(=O)(=O)N1c1ccc(N(C)C)cc1	-1.6	-15.4	5.5	1.05	0.6	0.8	12.3	-3.1
COC(=O)Cn1c(CN2CCc3ccccc3C2)nc2c1c(=O)n(C)c(=O)n2C	-1.2	-2.3	-3.6	0.864	0.7	-17.2	-10.6	-0.4
CCOCCCNS(=O)(=O)c1ccc2c(c1)CCN2C(=O)CC	0.6	-7.0	1.5	0.999	23.6	3.9	21.2	-11.5
O=C(NC1CCCC1)C(c1cccnc1)N(C(=O)c1ccco1)c1cccc(F)c1 (configuration not stated)	0.8	15.9	2.5	0.979	1.3	-8.6	13.0	2.5
COc1ccc(/C=C/C(=O)NC(C)(C)C)cc1S(=O)(=O)N1CCOCC1	0.3	-20.1	0.6	1.04	0.1	-7.4	9.8	4.9
Cc1ccc(S(=O)(=O)CCC(=O)NCCC2=CCCCC2)cc1	1.2	-11.6	0.3	1.1	-1.4	3.7	8.7	-8.4
O=C(CNC(=O)c1cccs1)N/N=C/c1c(F)cccc1Cl	0.4	-8.3	-0.2	1.18	-0.1	-3.7	7.1	-2.0
Cn1c(CNC(=O)c2ccccc2F)nnc1SCC(=O)NCc1ccccc1	0.3	10.5	1.2	0.953	2.0	4.6	4.8	-6.0
COc1cc(CO)ccc1Oc1nnnn1-c1ccc(C(N)=O)cc1	-1.9	9.0	5.0	0.928	0.0	0.4	12.8	24.9
COC(=O)c1ccccc1OCCCCN1CC(C)OC(C)C1 (configuration not stated)	0.2	-3.0	0.3	1.1	-0.6	11.6	-5.4	-2.3
C[C@H](CO)N1C[C@H](C)[C@@H](CN(C)C(=O)CN2CCOCC2)Oc2ncc(-c3cncnc3)cc2C1=O	.	.	1.0	.	-0.7	3.9	15.4	.
CCN1CCN(CCNC(=O)CCc2c(C)c3c(C)nn(-c4ccccc4)c3n(C)c2=O)CC1	-1.5	-1.6	-12.1	0.828	-2.5	-10.0	-12.2	-6.0
COc1ccc(N(C)C(=O)C2CCCN2S(=O)(=O)c2cccc3nsnc23)c(OC)c1 (configuration not stated)	-4.4	-19.6	2.1	0.97	-1.2	-12.9	-0.8	-2.8
O=C(N/N=C1\C(=O)c2cccc3cccc1c23)c1ccc(O)cc1	-0.8	-0.5	-1.8	1.05	2.2	19.7	19.5	-15.7
Cc1cc2ncn(C3CC(=O)N(C)C3=O)c2cc1C (configuration not stated)	-0.4	1.9	3.0	1.02	0.7	-7.9	1.2	-3.0
O=S(=O)(c1ccc(F)c(F)c1)N1CCN(S(=O)(=O)c2cccs2)CC1	1.6	-1.2	0.5	0.958	0.0	2.8	4.9	-0.7
NC(=O)C1CCCN(C(=O)c2ccc(Cl)c(S(=O)(=O)N3CCc4ccccc43)c2)C1 (configuration not stated)	0.2	-3.4	-1.4	1.03	0.5	1.6	10.5	-0.3
Cc1nn(C)cc1S(=O)(=O)N1CCN(Cc2ccc(F)cc2Cl)CC1	-1.5	-23.2	1.5	1.04	-1.4	-8.4	10.5	4.2
COc1cc(/C=C/C(=O)O)cc(S(=O)(=O)N2CCc3ccccc3C2)c1OC	-1.3	-15.5	0.0	1.03	-0.9	28.9	-8.6	-8.6
O=C1COc2ccc(C(=O)COc3ccc(Cl)cc3Br)cc2N1	-1.8	-1.3	-0.5	0.991	-1.3	7.1	-27.2	-18.8
Cc1cc(NC2CCCCC2)n2c(n1)nc1ccccc12	-0.3	-4.8	-1.7	0.952	-0.3	7.8	-399.6	-16.2
Cc1ccccc1S(=O)(=O)Oc1ccc2ccc(O)cc2c1	-2.2	43.1	1.1	1.06	2.6	34.0	-0.3	-8.9
CCOC(=O)/C=C/C(=O)OCC(=O)Nc1ccc([N+](=O)[O-])cc1	0.2	-9.3	2.2	1.09	1.9	19.9	16.4	-12.3
O=C(O)c1ccc(CNCc2c(Cl)cccc2Cl)cc1	0.4	1.9	0.9	0.894	-1.8	-29.8	2.9	-7.4
N#CCCN(Cc1cccnc1)C(=S)Nc1ccccc1Cl	1.2	.	-3.3	.	-0.2	-6.0	19.1	3.5
O=C(CN1CCC(NC(=O)c2ccccc2Cl)CC1)NCc1ccco1	0.1	-3.4	-0.9	1.15	0.7	11.2	9.8	-2.8
CCCS(=O)(=O)N1CCC(C(=O)NCCc2ccccc2)CC1	-0.9	-0.8	-0.3	0.932	-7.7	13.2	25.1	-8.7
Cc1cccc(C(=O)Nc2ccc(C(=O)/C=C/c3ccncc3)cc2)c1	15.6*	-7.6	3.3	0.855	4.0	23.9	13.3	-5.2
O=C1NC(Cc2ccccc2)c2nc3ccccc3c(=O)n2-c2cc3ccccc3cc21 (configuration not stated)	.	.	-0.8	.	-0.6	2.4	-0.6	.
Cc1cc2c(sc3c(C)ccc(C)c32)c(C)n1	1.6	-9.5	-9.3	1.12	10.2	-3.8	-4.0	-15.2
O=C(/C=C/c1ccc(Cl)c(Cl)c1)N1CCc2ccccc21	0.6	9.2	1.4	1.01	0.2	-13.6	15.3	7.1
CCOC(=O)C1(Cc2cccc(OC)c2)CCN(Cc2cccc3cnccc23)CC1	-0.8	-5.0	-62.9	1.01	5.2	8.7	-4.8	7.4
S=c1[nH]nc(-c2ccco2)n1/N=C/C(Cl)=C/c1ccccc1	-7.8	12.6	1.3	0.785	8.3	17.9	23.9	7.1
CCn1c(C(=O)O)c(S(=O)(=O)c2ccc(Cl)cc2)c2ccccc21	1.2	1.6	6.2	0.9	-0.8	2.2	3.4	12.1
O=C(O)CSc1nnc(-c2ccccc2Br)n1-c1cccc(C(F)(F)F)c1	-1.0	-3.4	0.6	1.2	-0.9	7.5	6.1	-9.2
Cc1ccc(OCC(=O)O/N=C(\N)c2ccncc2)cc1C	-0.7	-18.6	2.0	1.06	-3.4	8.6	14.6	-4.9
C[C@H](CO)NC(=O)c1nc[nH]c1C(=O)N[C@H](C)c1ccccc1	.	.	0.3	.	-0.8	-4.8	10.4	.
O=C(Nc1cccc(C(=O)O)c1)/C(=C\c1ccco1)NC(=O)c1ccccc1Cl	-3.0	-10.5	-9.0	0.849	0.7	-2.9	8.6	6.0

Taken from above:
For PfG6PD inh, S=c1[nH]nc(-c2ccco2)n1/N=C/C(Cl)=C/c1ccccc1 is entered as 17.9
For MPTP block, O=C(Nc1cccc(C(=O)O)c1)/C(=C\c1ccco1)NC(=O)c1ccccc1Cl is entered as 0.7
For PfG6PD inh, O=C(O)CSc1nnc(-c2ccccc2Br)n1-c1cccc(C(F)(F)F)c1 is entered as 7.5

(continued)
SMILES	NR3A LBD binder	SENP6 inh	SENP1 inh	hIAP act	MPTP block	PfG6PD inh	SENP8 block	ATG4B inh
CCOc1ccc(C2/C(=C(/O)c3ccc4c(c3)CC(C)O4)C(=O)C(=O)N2CC2CCCO2)cc1 (configuration not stated)	0.7	-4.8	0.5	0.95	-0.9	-11.2	-8.0	-4.5
O=C(COc1ccc([N+](=O)[O-])cc1)Nc1ccncc1	0.3	16.2	1.6	1.27	-0.7	-1.6	-2.8	-8.5
CN(C)CCOC(=O)CCc1ccccc1	-0.4	-12.5	-0.9	1.13	1.4	8.6	6.9	-3.0
Cc1cc(=O)n2[nH]c(C)cc2n1	-0.7	-7.3	1.8	1.08	0.6	2.3	-18.7	4.2
